Screens from PubChem.
IMPase Li inh – qHTS Assay for Identifying the Cell-Membrane Permeable IMPase Inhibitors: Potentiation with Lithium; CHO-M1 cells, IP1 TR-FRET (IP-One), carbachol + lithium; Potency, µM (doses to about 59.4 µM), inactives show at the top dose activity, negative = IMPase inhibition, actives largely listed as inhibitors; 210,000 compounds, 0.35% hits; AID 1457, 2008;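 further: IP1 builds up when IMPase is blocked and the TR-FRET signal falls; plate controls were basal vehicle for no effect and high inhibitor control for full effect; nearly all actives have a fitted effect of over 50% in size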
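Concentration–response in CHO-M1 cells, lithium-potentiated; 30 min at 37C. IP1 detected by competitive TR-FRET after 10 min lysis at RT. Hill-fitted AC50.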
RECQ1 inh – qHTS Assay for Inhibitors of RecQ-Like Dna Helicase 1 (RECQ1); ATP-dependent DNA helicase Q1 (Homo sapiens), P46063; Potency, µM (top dose mostly 57.3 µM), without a hit: at the highest dose activity, negative = inhibition, hits mostly inhibitors; AID 2549, 2010; 240,000 compounds, 0.54% hits; RECQ1 DNA unwinding, red fluorescence kinetic read;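 further: plate controls were vehicle for no effect and no enzyme for full effect; nearly all actives have a fitted effect of over 30% in size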
Target sequence (P46063 whole entry, looked up): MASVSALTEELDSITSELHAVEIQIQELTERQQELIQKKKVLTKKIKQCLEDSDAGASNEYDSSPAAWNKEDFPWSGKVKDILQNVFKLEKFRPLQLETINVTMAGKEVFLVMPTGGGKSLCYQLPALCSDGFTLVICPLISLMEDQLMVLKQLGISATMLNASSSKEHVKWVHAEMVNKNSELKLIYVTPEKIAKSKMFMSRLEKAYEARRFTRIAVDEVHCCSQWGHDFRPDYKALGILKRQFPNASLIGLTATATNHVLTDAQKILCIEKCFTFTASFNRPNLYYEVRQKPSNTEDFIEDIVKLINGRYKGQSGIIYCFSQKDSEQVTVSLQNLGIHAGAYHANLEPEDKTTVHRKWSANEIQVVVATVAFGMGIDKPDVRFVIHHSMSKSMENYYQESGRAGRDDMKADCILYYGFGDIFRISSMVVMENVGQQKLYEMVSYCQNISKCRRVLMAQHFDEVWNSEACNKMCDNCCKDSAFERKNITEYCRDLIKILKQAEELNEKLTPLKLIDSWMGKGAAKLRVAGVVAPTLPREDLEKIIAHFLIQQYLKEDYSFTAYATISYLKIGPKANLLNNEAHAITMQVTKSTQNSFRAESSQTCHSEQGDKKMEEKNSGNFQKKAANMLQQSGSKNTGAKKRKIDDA
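50 nM RECQ1T1 preincubated 15 min with compound in Tris pH 8.0 buffer with MgCl2, DTT, Tween-20 and 2.5 ug/ml poly(dI-dC); started with 200 nM TAMRA/BHQ-2 forked duplex and 2 mM ATP. Unwinding read as fluorescence (525/598 nm), two reads 2 h apart.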
NPSR antagonist – qHTS Assay for Antagonists of the Neuropeptide S Receptor: cAMP Signal Transduction; Q6W5P4; CHO-NPSR cells, cAMP TR-FRET, antagonist mode; Potency, µM (titrated, usually from 38.3 µM), for the others: top-dose activity change, negative = inhibition, usual class: inhibitors; 220,000 compounds, 1% hits; AID 1461, 2008; further: on the % scale 0 is the no-effect control and ±100 the full control effect; nearly all actives have a fitted effect of over 50% in size; many of its hits are not listed in these tables
KinaseGlo FLuc – Counterscreen for Luciferase (Kinase-Glo TM) Inhibition | Kinase-Glo luciferase, ATP luminescence, 8 min | Luciferin 4-monooxygenase (Photuris pensylvanica), Q27757 | Potency, µM (series often up to 38.3 µM), without a hit: at the top dose activity change, negative = inhibition, most hits filed as inhibitors | 200,000 compounds, 0.28% hits | AID 1379, 2008; further: on the % scale 0 is the no-effect control and ±100 the full control effect; nearly all actives have a fitted effect of over 60% in size
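Substrate mix (final 50 mM imidazole pH 7.2, 50 mM KCl, 7 mM MgCl2, 10 uM ATP, 0.01% Tween 20, 0.05% BSA) plus pin-tool compound, then Kinase-Glo detection mix; 8 min ambient, luminescence read.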
SMN2 splice enh – qHTS Assay for Enhancers of SMN2 Splice Variant Expression | HEK293 SMN2-luciferase splicing reporter, luminescence, 30-36 h | 210,000 compounds, 2.8% hits | Potency, µM (top dose mostly 46.1 µM), without a hit: at the top dose activity change, positive = activation, most hits filed as activators | AID 1458, 2008; further: % of control where 0% means no effect; nearly all actives have a fitted effect of over 55% in size
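HEK293 cells carry an SMN2 minigene-luciferase reporter in which exon 7 inclusion puts luciferase in frame. Cells were seeded at 2000 cells/well, attached for 10-12 hours, then exposed to compounds for 30-36 hours at 37C before ONE-Glo luminescence.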
JMJD2E inh – qHTS Assay for Inhibitors of Human Jumonji Domain Containing 2E (JMJD2E). Lysine-specific demethylase 4E (Homo sapiens), B2RXH2. Potency, µM (doses to about 57.1 µM), inactives show at the top dose activity change, negative = inhibition, actives largely listed as inhibitors. 230,000 compounds, 1.6% hits. AID 2147, 2009. JMJD2E catalytic domain, FDH-coupled NADH fluorescence (FDH is formaldehyde dehydrogenase); active means well fitted inhibition curve with a large enough effect, not every such curve was filed as active; inconclusive means small, poorly fitted or top-dose-only effect, or another doubt; inactive means no such curve, though single readings can be large or run the other way;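 further: 0% = wells with enzyme and -100% = buffer wells without enzyme; nearly all actives have a fitted effect of over 50% in size; many of its hits are not listed in these tables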
Epigenetic reg – Quantitative High-Throughput Screen for Regulators of Epigenetic Control | murine LDR cells, GFP reporter derepression, 30 h | Potency, µM (top dose mostly 53.9 µM), for inactives: at the highest dose GFP activation, most hits filed as activators | 280,000 compounds, 0.2% hits; further: % of control where 0% means no effect; nearly all actives have a fitted effect of over 60% in size
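In this reporter-derepression format, murine cells bearing a silenced integrated CMV-GFP locus incubate with test compound (30 h, 37 C), then are washed and imaged; fluorescent objects of 20–120 um count as induced cells.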
GoLoco inh red – qHTS Assay for Inhibitors of RGS12 GoLoco Motif Activity (Red Fluorophore) | Guanine nucleotide-binding protein G(i) subunit alpha-1 (Homo sapiens), P63096 | Gai1:RGS12 GoLoco peptide FP, rhodamine, 10 min | Potency, µM (titrated, usually from 61.6 µM), for the others: at the top dose activity, negative = inhibition, hits mostly inhibitors | 230,000 compounds, 0.44% hits | AID 880, 2007; active means well fitted inhibition curve with a large enough effect, not every such curve was filed as active; inactive means no such curve, though single readings can be large or run the other way; further: on the % scale 0 is the no-effect control and ±100 the full control effect; nearly all actives have a fitted effect of over 30% in size; many of its hits are not listed in these tables
Target sequence (P63096 whole entry, looked up): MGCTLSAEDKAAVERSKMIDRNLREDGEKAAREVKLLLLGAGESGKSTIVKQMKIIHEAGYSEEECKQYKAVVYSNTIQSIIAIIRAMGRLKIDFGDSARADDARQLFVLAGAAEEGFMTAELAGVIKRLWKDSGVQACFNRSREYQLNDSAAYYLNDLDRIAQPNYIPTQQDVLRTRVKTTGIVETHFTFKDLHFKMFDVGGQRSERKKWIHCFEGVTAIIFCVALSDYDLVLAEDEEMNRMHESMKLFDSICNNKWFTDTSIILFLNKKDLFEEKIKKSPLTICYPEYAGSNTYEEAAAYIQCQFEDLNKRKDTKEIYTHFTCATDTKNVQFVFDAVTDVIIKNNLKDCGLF
The depositor's hits bear a star; i = inactive; ? = inconclusive; . = no result given; [ ] = another dose, or the depositor's remark. Unless noted, the call rests on the fitted dose curve; in most records, active means well fitted curve in the direction sought with a large enough effect; inconclusive means small, poorly fitted or top-dose-only effect, or another doubt; inactive means no such curve, though single readings can be large; an effect the other way counts as inactive or inconclusive. Potency means the concentration at half of the fitted maximal effect.

SMILES	IMPase Li inh	RECQ1 inh	NPSR antagonist	KinaseGlo FLuc	SMN2 splice enh	JMJD2E inh	Epigenetic reg	GoLoco inh red
Nc1c(-c2ccccc2Cl)cnn1-c1cccc([N+](=O)[O-])c1	18.9%[38.3 µM]	-8.8%	-7.4%[46.1 µM]	1.3%	-4.0%	-1.6%	0.0%	5.0%
COc1cc(C)nc(NC(=O)COc2ccc(Cl)cc2C)n1	16.1%[38.3 µM]	-2.6%	17.9%[46.1 µM]	-6.1%	6.0%	-10.9%	-2.2%	11.4%
CC1OC2(C)OC(=N)C1(C#N)C(C#N)(C#N)C2c1ccccc1 (stereo not given)	-0.9%	2.8%	3.9%	-2.0%	-10.2%	4.9%	0.0%	-15.0%
O=C(CCc1nnc(Cc2c[nH]c3ccccc23)o1)NCC1CC12CCCCC2 (stereo not given)	7.8%	-8.8%	-2.3%	2.0%	.	5.0%	2.2%	13.0%
COc1ccc(C)cc1NC(=O)NCc1ccccn1	0.5%	-2.2%	6.5%	1.5%	0.8%	-0.6%	-0.4%	-1.9%
COc1ccc(CC2(C)OC(c3ccc([N+](=O)[O-])cc3)=NN2C(C)=O)cc1 (stereo not given)	.	-4.9%	28.7%	.	.	-18.5%	2.5%	4.3%
Nc1nc(-c2ccccc2)cc(-c2ccccc2O)n1	-4.5%[38.3 µM]	i	-13.5%[46.1 µM]	-2.0%	?	2.0%	1.4%	-2.9%
COc1cc(/C=N/NC(=O)c2sc(N)c(C#N)c2C)ccc1O	-3.6%[38.3 µM]	i	6.9%[46.1 µM]	-6.4%	11.0%	-11.7%	-1.2%	1.1%
O=C(c1csnn1)N1CCC2(CCCN(C(c3ccccc3)c3ccccc3)C2)CC1	14.9%	-17.7%	.	0.0%	-25.4%	.	.	0.4%
CCOC(=O)c1c(C)c(C(=O)Nc2ccc3c(c2)OCCO3)c(C)n1C	20.1%[38.3 µM]	-14.5%	-24.2%[46.1 µM]	0.4%	?	-7.2%	-7.9%	6.1%
CCOC(=O)C1CCN(C(=O)c2cc(C)n(C(C)(C)C)n2)CC1	.	i	8.6%	.	.	-1.1%	-1.1%	-15.2%
CCn1c(Cc2ccccc2)nnc1SCc1nc2ccccc2c(=O)[nH]1	34.4%[activator][38.3 µM]	i	-7.1%[46.1 µM]	-2.4%	-7.6%	2.8%	0.0%	5.2%
O=c1c(-c2ccccc2)n[nH]c2ccccc12	.	-3.5%	-12.2%[46.1 µM]	.	.	?	-11.1%	.
Cc1cc(C(=O)NNC(=S)NCc2ccco2)n(C)n1	6.6%	11.4%	7.6%[46.1 µM]	6.6%	-61.4%[inhibitor]	-9.6%	-0.9%	3.3%
Cc1cc(C)c2cc(C)c3nnc(SCC(=O)NCc4ccc5c(c4)OCO5)n3c2c1	7.9%[38.3 µM]	13.2%	-21.9%[46.1 µM]	0.9%	-19.7%	-10.3%	5.1%	9.2%
CC(C)c1ccc(/C=C/C(=O)n2nnc3ccccc32)cc1	-2.6%[38.3 µM]	-2.5%	?	-2.1%	-10.0%	-7.2%	?	-0.2%
COc1ccc(CC(NC(C)=O)C(=O)NC2CCN(c3nc(C)cc(C)c3C#N)CC2)cc1 (stereo not given)	8.8%	-0.6%	-10.0%	-1.8%	.	?	0.0%	3.4%
CCOC(=O)Cc1nn(Cc2ccc(Cl)cc2)c(=O)c2ccccc12	9.2%	i	-37.5%	1.7%	-8.5%	9.9%	-2.7%	5.8%
N#CCCN(C(=O)Nc1ccc(Cl)cc1)c1ccccc1	23.7%[38.3 µM]	-1.0%	-9.8%[46.1 µM]	0.1%	-8.6%	6.3%	0.0%	-7.7%
COc1ccc(NC(=O)c2cc3n(n2)C(C(F)(F)F)CC(c2ccco2)N3)cc1 (stereo not given)	5.5%[38.3 µM]	-3.0%	-11.3%[46.1 µM]	0.0%	-21.3%	0.9%	0.0%	8.2%
Cc1sc2ncnc(SC(C)C#N)c2c1C (stereo not given)	-13.4%[38.3 µM]	-3.3%	-7.2%[46.1 µM]	-6.4%	-7.6%	10.9%	0.6%	-1.6%
CCOC(=O)C1=C(C)N(C)C(=S)NC1c1c(OCC)ccc2ccccc12 (stereo not given)	8.2%	i	38.9%	-4.7%	9.9%	5.4%	-1.2%	17.0%
COc1cccc(-c2cc(C(F)(F)F)n3nc(C(=O)Nc4c(C)n(C)n(-c5ccccc5)c4=O)cc3n2)c1	5.8%	3.1%	4.1%	0.5%	-1.4%	0.5%	1.1%	-5.9%
CN(C)CCCN(C(=O)c1ccc2c(c1)CCCC2)c1nc2ccc(Cl)cc2s1	25.0%	-3.7%	?	0.9%	-102.2%[inhibitor]	-3.2%	13.5%	1.8%
CCOC(=O)c1ccc(NC(=O)c2nc[nH]c2C(=O)N[C@@H](CCCCNC(=O)OC(C)(C)C)C(=O)OC(C)(C)C)cc1	.	-5.3%	-52.7%	.	.	?	-0.9%	2.5%
COc1ccc(S(=O)(=O)Nc2ccccc2C(F)(F)F)cc1	7.9%[38.3 µM]	i	-6.7%[46.1 µM]	3.1%	8.3%	3.5%	0.0%	6.2%
CCCCCCSc1nc2c(c(=O)[nH]c(=O)n2C)n1C	11.7%[38.3 µM]	-8.1%	-3.3%[46.1 µM]	-0.2%	-15.3%	-0.2%	-2.5%	6.8%
O=C(NCc1ccc2c(c1)OCO2)C1CCC(CNS(=O)(=O)c2cccc3nsnc23)CC1 (stereo not given)	12.6%[38.3 µM]	-6.5%	-9.6%[46.1 µM]	-1.9%	-11.3%	-1.9%	-1.4%	-12.5%
C=CCc1ccccc1OCC(O)CN1CCN(c2ccc(OC)cc2)CC1 (stereo not given)	0.7%[38.3 µM]	-3.6%	-7.4%[46.1 µM]	-5.0%	-7.4%	-5.4%	1.9%	-2.0%
Cc1ccc2c(c1)C(N1CCN(C)CC1)=Nc1cccnc1N2	23.7%	i	?	-4.1%	-9.2%	1.9%	-0.1%	15.5%
CCOC(=O)C1CCN(c2c(NCCCN3CCN(Cc4ccccc4)CC3)c(=O)c2=O)CC1	3.0%[38.3 µM]	-3.6%	-10.8%[46.1 µM]	5.7%	4.0%	-1.4%	-6.6%	-1.9%
COc1cc(CC(NC(C)=O)C(=O)NC2CCN(c3nc(OC)nc(OC)n3)CC2)cc(OC)c1 (stereo not given)	.	-3.9%	10.1%	.	.	2.7%	1.0%	1.3%
Cc1cccc(C)c1NC(=S)NC(C)CCc1ccccc1 (stereo not given)	17.0%	?	-13.1%[46.1 µM]	-0.5%	-2.5%	4.2%	1.0%	9.9%
O=C1COc2ccc(C(=O)COC(=O)CCSc3ccc(Cl)cc3)cc2N1	-13.9%	i	-32.7%	-1.5%	-1.8%	-6.6%	4.7%	-0.7%
CC(C)N(C(C)C)S(=O)(=O)c1ccc(NN)nc1	.	i	18.9%	.	.	?	2.9%	1.1%
CC1=Nn2c(nnc2-c2n[nH]c3c2CCC3)SC1	-6.3%[38.3 µM]	-7.7%	-4.8%[46.1 µM]	-3.4%	-4.6%	-1.9%	0.3%	8.1%
O=C(CCc1nnc(CCCCc2ccccc2)o1)NCCN1CCCCC1=O	-0.8%	i	-0.2%	-0.8%	.	?	-0.1%	-12.4%
CCOC(=O)CNC(=O)O[C@@H]1C(=O)c2cc(OC)ccc2O[C@H]1c1cccc(OC)c1	2.1%	3.0%	.	-1.3%	?	-8.4%	-1.1%	2.8%
O=C1CCCc2c1cc(-c1ccccc1)n2-c1ccccc1	-3.3%[38.3 µM]	-3.6%	-21.8%[46.1 µM]	-0.1%	-17.9%	-2.3%	-0.9%	-4.4%
CC(=O)c1c(C)n([O-])c2cc(F)c(F)cc2[n+]1=O	-18.7%	-5.3%	-20.3%	3.9%	-93.5%[inhibitor]	-2.4%	0.9%	4.2%
O=C(N/N=C/c1ccc(F)cc1)c1ccccc1	1.4%	i	4.8%	-20.6%	17.8µM*	2.8%	-0.6%	11.0%
Cc1cccc(-n2cnc3c(c2=O)c2nc4ccccc4nc2n3Cc2ccco2)c1	23.2%[38.3 µM]	-13.1%	?	-2.0%	?	?	?	17.2%
O=C(NNC(=O)C1CC(c2cccnc2)=NO1)Nc1cccc(F)c1 (stereo not given)	-5.6%[38.3 µM]	-15.5%	0.1%[46.1 µM]	0.4%	2.0%	1.1%	-3.1%	9.1%
C/C(CC(=O)NC1C2CC3CC(C2)CC1C3)=N\NC(=O)Cc1cccs1 (stereo not given)	1.7%	-10.1%	10.7%	3.6%	-5.2%	10.0%	-1.8%	4.8%
COC(=O)c1c(Cc2ccccc2Cl)c[nH]c1C	5.4%	-0.5%	5.8%	3.9%	-42.6%[inhibitor]	5.6%	0.3%	8.1%
COc1cc(CC(=O)N2CCc3ccccc32)cc(OC)c1OC	7.8%[38.3 µM]	i	-24.8%[46.1 µM]	-3.5%	-49.0%[inhibitor]	-7.2%	-1.0%	-39.3%

This is a subset (hit frequency here may not be typical).
